NR2F2 inh = blocks human COUP-TFII nuclear receptor. inhibition, % at 8.6 µM. HEK293T NGFI-A luciferase reporter, luminescence. P24468. 0.7% of 370,000 active;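 active means inhibition above a per-plate cutoff, mean inhibition of test wells between control levels plus 3 SD, cut at about 38% in these data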;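 further: cells cotransfected with COUP-TFII expression vector driving the NGFI-A reporter; 0% = median of COUP-TF2 test wells and 100% = reporter-only cells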
TROY NFkB inh = TROY signaling inhibition; Q293 LMP1-TROYcd NF-kB luciferase reporter, 4 h; inhibition, % at 10 µM; 0.98% of 360,000 active;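 active means compounds whose plate-normalised and pattern-corrected inhibition of the luciferase reporter signal at the single screening dose is 50% or more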
LRH-1 inv ag = NR5A2 inverse agonism in reporter assay. HEK293T StAR-luciferase reporter, LRH-1 transfected, 24 h. inhibition, % at 3.6 µM. 0.13% of 360,000 active. AID 602396;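 active means inhibition above the mean inhibition of all tested compounds plus 3 SD, cut at about 73% in these data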;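 further: 0% = DMSO wells and 100% = reporter-only cells lacking LRH-1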
NOD2 RIPK2 PPI = inhibitors of human NOD2-RIPK2 interaction; CHO BLA complementation NOD2-RIPK2, CCF4 ratio; inhibition, % at 4.98 µM; 0.38% of 360,000 active; in the data active means inhibition above about 21%;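 further: 0% = vehicle only and 100% = reference blocker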
SRC2 inh = inhibits human steroid receptor coactivator 2; Q15596; HEK293 GAL4-SRC2 luciferase reporter, luminescence; inhibition, % at 9 µM; 0.17% of 370,000 active;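 active means inhibition above the mean inhibition of all tested compounds plus 3 SD, set per campaign, cut at about 52% in these data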;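 further: 0% = DMSO treated cells and 100% = cells given Gossypol at 36 µM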
ABHD5-PLIN5 inh = ABHD5-PLIN5 protein interaction inhibition; Q00G26+Q8WTS1; Split G. princeps luciferase complementation, luminescence, 4 h; inhibition, % at 4 µM; 0.78% of 360,000 active; AID 602281;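 active means inhibition above the mean inhibition across every tested compound plus 3 SD, cut at about 22% in these data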;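 further: 0% = DMSO only wells and the 100% control is not disclosed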
Target sequence (Q00G26 whole entry, looked up): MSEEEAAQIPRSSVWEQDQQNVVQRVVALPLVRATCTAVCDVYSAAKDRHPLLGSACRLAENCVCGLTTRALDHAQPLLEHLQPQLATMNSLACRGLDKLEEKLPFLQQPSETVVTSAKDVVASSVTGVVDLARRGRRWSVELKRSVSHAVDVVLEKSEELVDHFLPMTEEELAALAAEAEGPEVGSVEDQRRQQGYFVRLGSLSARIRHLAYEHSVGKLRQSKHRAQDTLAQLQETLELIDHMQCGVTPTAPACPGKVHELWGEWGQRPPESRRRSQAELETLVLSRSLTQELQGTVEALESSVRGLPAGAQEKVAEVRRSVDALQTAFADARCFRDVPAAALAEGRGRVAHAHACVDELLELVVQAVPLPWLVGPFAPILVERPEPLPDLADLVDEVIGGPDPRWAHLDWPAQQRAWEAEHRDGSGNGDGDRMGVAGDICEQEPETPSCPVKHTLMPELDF
Target sequence (Q8WTS1 whole entry, looked up): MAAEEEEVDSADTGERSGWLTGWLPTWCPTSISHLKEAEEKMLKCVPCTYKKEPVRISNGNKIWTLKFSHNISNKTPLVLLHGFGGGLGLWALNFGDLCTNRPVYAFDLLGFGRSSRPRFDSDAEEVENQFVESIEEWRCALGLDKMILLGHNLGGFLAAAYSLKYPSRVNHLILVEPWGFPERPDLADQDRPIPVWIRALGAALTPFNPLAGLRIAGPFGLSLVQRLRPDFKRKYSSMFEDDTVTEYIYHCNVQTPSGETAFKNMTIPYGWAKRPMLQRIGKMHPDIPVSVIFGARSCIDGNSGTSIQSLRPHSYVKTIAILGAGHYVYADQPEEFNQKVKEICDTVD
SRC1 inh = inhibits human SRC1 coactivator. HEK293 GAL4-SRC1 luciferase reporter, luminescence. 0.12% of 360,000 active. inhibition, % at 3.6 µM. AID 588354. Q15788;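 active means inhibition above the campaign mean plus 3 SD, with each screening campaign given its own cutoff, cut at about 60% in these data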;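 further: 0% = DMSO treated cells and 100% = gossypol at 36 µM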
TWEAK-Fn14 inh = blocks TWEAK-Fn14 interaction in a reporter cell assay; TWEAK-stimulated Fn14 reporter cells, luciferase luminescence, 8 h; inhibition, % at 10 µM; 2% of 360,000 active; AID 1159606; in the data active means inhibition above about 50%
Granule exo inh = blocks lytic granule exocytosis; TALL-104 LAMP-1 surface exposure, flow cytometry; cells stimulated with thapsigargin and PMA; inhibition, % at 10 µM; 0.66% of 360,000 active;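 active means inhibition above about 55%, limit read from the data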
SRC3 inh = human NCOA3 inhibition | Q9Y6Q9 | HEK293 GAL4-SRC3 luciferase reporter, luminescence | inhibition, % at 3.6 µM | 0.17% of 360,000 active | AID 588352;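 active means inhibition above a per-campaign cutoff, the mean of all compounds plus 3 SD, cut at about 60% in these data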;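 further: 0% = DMSO-treated cells and 100% = gossypol-treated cells at 36 µM; higher means less SRC3-driven luciferase light from the GAL4 reporter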
TLR9-MyD88 block = blocks human TLR9 binding to MyD88. Q9NR96+Q99836. CHO BLA complementation TLR9-MyD88, CCF4 FRET ratio. inhibition, % at 4.98 µM. 0.21% of 340,000 active;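 active means inhibition above the mean over all tested compounds plus 3 SD, cut at about 21% in these data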;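 further: 0% = DMSO only wells and 100% = clavulanate BLA inhibitor control wells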
Numbers without * were called inactive; · = no result given. The list is partial; rates above refer to the full screens.

SMILES	NR2F2 inh	TROY NFkB inh	LRH-1 inv ag	NOD2 RIPK2 PPI	SRC2 inh	ABHD5-PLIN5 inh	SRC1 inh	TWEAK-Fn14 inh	Granule exo inh	SRC3 inh	TLR9-MyD88 block
C[C@@H]1CN([C@@H](C)CO)C(=O)c2cc(-c3ccncc3)cnc2O[C@H]1CN(C)C(=O)c1cccc(F)c1	11	2	-4	1	2	4	9	3	24	1	-7
COc1cc(CN(C)CC2CCCN(CCc3ccc(F)cc3)C2)c(Cl)cc1O (stereo unspecified)	-2	13	-8	-6	-3	7	1	-20	52	-4	0
Cc1ccc(C(=O)CCS(=O)(=O)c2ccc(Br)cc2)cc1	1	-6	18	3	-13	-4	-7	4	33	-10	6
CC12CCC(C(=O)O)(c3nc4cc([N+](=O)[O-])ccc4nc31)C2(C)C (stereo unspecified)	-7	-18	4	-1	-12	2	-13	2	3	20	11
CNC(=S)Nc1cccc(S(=O)(=O)NCc2ccco2)c1	8	8	22	-15	12	5	13	7	6	8	-14
Nc1nc2c(s1)CC(c1ccccc1)CC2 (stereo unspecified)	-24	-29	-13	-4	-29	-9	-21	6	-3	-2	6
CC(=O)Nc1ccc(C(=O)Nc2nnc(CCc3ccccc3)s2)cc1	9	-23	7	2	11	-11	4	-15	3	7	-16
Cn1cnnc1SCc1ccc(C(=O)O)cc1	-3	16	11	-5	3	3	-10	-5	8	3	0
COc1ccc(/C=N/NC(=O)CCn2nnc3ccccc32)cc1	-19	23	-13	-10	12	-7	-15	-1	1	0	-1
Cc1ccc(NC(=O)CS(=O)CC(=O)N(c2ccccc2)C(C)C(=O)NC2CCCC2)cc1 (stereo unspecified)	6	-11	0	5	-6	4	-2	12	4	4	6
O=c1c2c3c(sc2nc(N2CCNCC2)n1CCc1ccccc1)CCCCC3	-12	-60	12	1	1	0	4	-26	60*	10	2
COc1cccc(CN(C)Cc2c(O)ccc3ccccc23)c1	-24	13	17	-9	-37	1	-6	5	-13	-20	6
CCCc1cc(C(=O)Cc2ccc(F)cc2)c(O)cc1O	-9	45	-3	-1	5	-3	-1	10	-1	10	4
Cc1ccc(S(=O)(=O)N2CCN(C(=O)c3cc(=O)c4ccccc4o3)CC2)cc1	12	-10	-8	-4	-8	-1	-6	3	0	18	4
CCOC(=O)c1oc2nc(CC(C)C)c3c(c2c1N)CCC3	5	-8	-19	1	-1	-10	-1	7	0	11	2
CCCCn1c(N)c(N(CCC(C)C)C(=O)CC2CCCCC2)c(=O)[nH]c1=O	-3	-8	-11	-11	-24	-11	-6	16	-2	2	7
O=C(NCCO)/C(=C\c1ccco1)NC(=O)c1cccs1	-15	-3	-2	1	4	-8	-10	-22	-2	-16	-3
COC(=O)c1ccccc1NC(=O)c1c(O)c2c([nH]c1=O)CCCC2	-1	-18	5	-3	16	-5	6	-29	-2	5	9
OC(c1ccc(CN2CCCCC2)cc1)c1ncc(-c2ccccc2)[nH]1 (stereo unspecified)	1	0	-16	-4	-9	4	-1	-2	0	-27	·
Cc1cc(Oc2ccc(Cl)cc2)nc(SCC(=O)c2ccccc2)n1	-4	6	-12	2	0	-5	15	10	6	31	7

Record cards, as listed above. Order of screens: NR2F2 inh | TROY NFkB inh | LRH-1 inv ag | NOD2 RIPK2 PPI | SRC2 inh | ABHD5-PLIN5 inh | SRC1 inh | TWEAK-Fn14 inh | Granule exo inh | SRC3 inh | TLR9-MyD88 block
Shown for `Cn1cnnc1SCc1ccc(C(=O)O)cc1` : -3 | 16 | 11 | -5 | 3 | 3 | -10 | -5 | 8 | 3 | 0
Shown for `CCCc1cc(C(=O)Cc2ccc(F)cc2)c(O)cc1O` : -9 | 45 | -3 | -1 | 5 | -3 | -1 | 10 | -1 | 10 | 4
Shown for `Cc1ccc(C(=O)CCS(=O)(=O)c2ccc(Br)cc2)cc1` : 1 | -6 | 18 | 3 | -13 | -4 | -7 | 4 | 33 | -10 | 6

Continuation:
SMILES	NR2F2 inh	TROY NFkB inh	LRH-1 inv ag	NOD2 RIPK2 PPI	SRC2 inh	ABHD5-PLIN5 inh	SRC1 inh	TWEAK-Fn14 inh	Granule exo inh	SRC3 inh	TLR9-MyD88 block
Cc1ccc(S(=O)(=O)N2CCCCC2)cc1C(=O)OCC(=O)NC(=O)NC12CC3CC(CC(C3)C1)C2	3	-11	-3	1	8	-5	-5	-11	-1	-6	4
COc1ccc(-c2csc(NC(=O)c3ccc(S(C)(=O)=O)cc3)n2)cc1	-10	27	-37	1	-1	5	-20	12	-1	-27	-9
Cc1cc(C(=O)CSc2nc(N)cc(=O)[nH]2)c(C)n1Cc1ccco1	30	-11	7	-1	16	-1	0	2	-5	5	1
CC(=O)Nc1ccc(N=Nc2ccccc2)cc1[N+](=O)[O-]	-31	-77	-42	-6	-58	3	-41	-21	-4	-61	·
Cc1csc(SCC(=O)Nc2sccc2C(N)=O)n1	-30	-42	-77	3	-46	5	-59	-1	3	-58	8
O=C(CSC1=Nc2ccccc2C2=NC(CC(=O)NC3CCCCC3)C(=O)N12)NCc1ccco1 (stereo unspecified)	2	9	0	-3	-12	-2	-8	2	-3	-8	-6
COc1cccc(CC2(CO)CCCN(Cc3cn[nH]c3C3CCCCC3)C2)c1 (stereo unspecified)	-6	5	1	2	2	1	-7	1	1	2	3
Cc1cc(NC(=O)CN(C)C)c([N+](=O)[O-])cc1C	7	0	-5	-15	-2	1	-11	2	2	13	-15
O=C(O)c1cc2nccc(-c3ccc(F)cc3)n2n1	-21	-6	-13	2	-4	4	-10	23	-4	13	2
Oc1ccc(Cl)cc1C(C#Cc1ccccc1)N1CCOCC1 (stereo unspecified)	-1	24	-15	-4	7	0	3	11	5	-4	4
CC(=O)Nc1nnc(CSCc2ccccc2F)s1	-15	-13	-25	-1	8	-5	-21	-10	-4	-10	1
Cc1ccc2[nH]c(C(=O)N3CCOCC3)cc2c1	1	-34	-6	-14	1	0	-5	-4	3	-9	4
COc1ccc(S(=O)(=O)Nc2ccccc2OC)cc1C	-1	-14	-11	-2	5	3	2	-22	-3	3	4
CC(C)Oc1nc(-c2ccccc2O)nc2ccccc12	-1	-51	-1	0	9	4	-3	9	3	14	4
CCn1c(C)cc(/C=C2\SC(=O)N(CC(=O)Nc3ccc(C)c(C)c3)C2=O)c1C	-5	-11	-1	-7	-21	6	3	-27	2	-10	-3
Cc1csc(NC(=O)c2cc(C)nc3ccccc23)n1	0	-14	18	1	-2	0	-11	6	-1	5	7
O=C(/C=C/c1ccccc1)Nc1ccc(C(=O)N2CCCCC2)cc1	5	-21	-32	-10	9	4	-1	-10	-6	0	-7
Cc1cc(C)n2nc(-c3sccc3-n3c(C)ccc3C)cc2n1	-3	-9	5	-2	-13	-3	-22	1	-1	-3	-3
O=C(c1ccc2nc[nH]c2c1)N1CCN(c2ncc(C(F)(F)F)cc2Cl)CC1	-3	25	-16	-2	13	10	6	-4	0	-24	0
CCCCc1nc2cc(C(=O)N3CCC(O)CC3)ccc2o1	-56	21	-54	-4	-59	-3	-99	20	-1	-111	-5

Overlap with the part before: 2 entries, then new ones.
SMILES	NR2F2 inh	TROY NFkB inh	LRH-1 inv ag	NOD2 RIPK2 PPI	SRC2 inh	ABHD5-PLIN5 inh	SRC1 inh	TWEAK-Fn14 inh	Granule exo inh	SRC3 inh	TLR9-MyD88 block
O=C(c1ccc2nc[nH]c2c1)N1CCN(c2ncc(C(F)(F)F)cc2Cl)CC1	-3	25	-16	-2	13	10	6	-4	0	-24	0
CCCCc1nc2cc(C(=O)N3CCC(O)CC3)ccc2o1	-56	21	-54	-4	-59	-3	-99	20	-1	-111	-5
Cc1cc(NC(=O)CN2C(=O)CCSc3ccccc32)no1	-1	11	1	0	-16	2	-5	-1	-4	18	-3
Cn1c(SCc2ccc([N+](=O)[O-])cc2)nnc1-c1cccnc1	2	-2	9	6	-1	-4	4	-5	-2	5	-12
O=C(Nc1ccc2c(c1)OCO2)Nc1ccc(Cl)cc1Cl	-24	-27	-73	16	-49	1	-59	14	-1	-82	-1
O=C(CSCc1ccccc1Cl)NCCSc1ccccn1	15	-16	-21	-2	-22	-1	-11	-12	0	-9	3
COc1ccc(/C=N/NC(=O)CCn2nc(C)cc2C)cc1O	6	5	5	3	10	-1	-8	-6	1	5	9
O=C(NCc1ccc2c(c1)OCO2)c1nn2cccnc2c1Cl	-13	-17	13	-11	3	3	-15	4	0	-7	1
CN(CC(=O)Nc1sc2c(c1C#N)CCCCC2)Cc1nc2ccccc2c(=O)[nH]1	-2	23	0	-3	2	0	-2	1	1	17	7
CC(C)(C)OC(=O)N1CCC[C@H]1C(=O)N/N=C/c1ccc2nccnc2c1	9	-23	11	-14	16	1	1	-9	7	19	3
O=C(CCC(=O)OCCOc1ccccc1)OCCOc1ccccc1	-2	3	-10	-5	-4	8	2	-7	-15	0	·
CCn1c(CN2CCN(c3ccc(Cl)cc3)CC2)nc2ccccc21	10	31	42	14	14	-10	-12	29	0	7	9
O=C(NC(=S)Nc1ccc(N2CCOCC2)cc1)c1cccc(Cl)c1Cl	-6	-15	14	-6	31	8	2	-21	1	5	-9
COc1ccc(C)cc1NC(=O)C(OC(=O)c1cnc(C)cn1)c1ccccc1 (stereo unspecified)	7	-15	21	-14	21	-1	-4	-23	-1	6	4
O=C(/C=C/c1ccc(Cl)cc1Cl)N(Cc1ccc(Cl)cc1)C1CCS(=O)(=O)C1 (stereo unspecified)	-17	36	16	-3	-21	6	7	13	5	25	8
CCCC(=O)NCCc1cc(OC)c(OC)cc1Br	-7	4	6	6	3	-4	-26	-7	1	11	0
O=C(NCC1CC1)c1cccc2c1C(=O)c1ccc(-c3ccc(OC(F)(F)F)cc3)cc1S2(=O)=O	-9	-1	5	-2	-9	4	-15	-56	12	-9	1
CCC(=O)N1c2ccc(S(=O)(=O)CCC(=O)N3CCN(c4ccccc4)CC3)cc2CC1C (stereo unspecified)	2	6	10	-7	-16	6	-8	-6	2	13	-9
COCCNC(=O)C(c1cccs1)N(C(=O)Cn1nnc2ccccc21)c1ccccc1 (stereo unspecified)	10	0	0	2	-3	4	-5	-1	2	-10	3
Cn1c(SCc2ccc([N+](=O)[O-])cc2)nnc1-c1ccncc1	9	15	-13	-11	-2	-13	1	-20	-1	-15	-17
O=C(CNC(=O)C1CCCCC1)Nc1ccccc1Cl	2	-4	24	-4	8	2	-1	10	-3	16	-4
CCCc1nnc(SCC(=O)Nc2ccccc2Cl)n1CC1CCCO1 (stereo unspecified)	1	-25	9	-2	29	-9	4	-2	-2	6	2
NC(=O)C1CCN(Cc2cccc(OCc3ccccc3)c2)CC1	-3	9	8	4	11	3	9	-19	5	-3	-6
Cc1ccc(N(CC(=O)N2CCc3ccccc32)S(=O)(=O)c2cccs2)cc1	11	-18	-8	-4	-6	1	-9	-21	-1	13	-8
Cc1n[nH]c(=O)c2c(NC(=O)CSc3nnc(-c4ccncc4)n3C)oc(C)c12	-7	15	-12	-4	-89	4	1	14	1	10	-7
Cc1ccc(CN2CCN(Cc3cnc(N4CCOCC4)s3)CC2CCO)o1 (stereo unspecified)	-4	-6	-5	0	-2	-1	15	-19	2	2	10
CCCc1cc(C(=O)NNC(=S)NCc2ccccc2)cs1	16	-14	-11	5	4	-8	-3	15	-1	-1	3
O=C1CCCCCC(=O)[C@H](O)C[C@H](c2ccccc2)O1	0	-9	6	-7	8	0	·	-3	3	·	·
S=C(Nc1cccc(Cl)c1Cl)Nn1cnnc1	-9	-18	15	-16	11	-2	22	-15	2	19	-4
COc1ccc(-n2c(SCC(=O)N(C)C3CCS(=O)(=O)C3)nc3ccc(O)cc3c2=O)cc1OC (stereo unspecified)	0	-5	-20	-3	-5	-1	1	19	5	-11	-13

Screening data as filed in PubChem BioAssay.
